Source: PubChem BioAssay (National Center for Advancing Translational Sciences (NCATS))
AID inh: inhibitors of human activation induced cytidine deaminase. Potency, µM (doses to about 115 µM), for the others: at the highest dose activity change, negative = inhibition, usual class: inhibitors. 0.32% of 91,000 active. Q9GZX7. AID 1347428. AID deamination FRET fluorescence, UDG-coupled, 4 h; further: nearly all actives have a fitted effect of over 25% in size
Target sequence (Q9GZX7 whole entry, looked up): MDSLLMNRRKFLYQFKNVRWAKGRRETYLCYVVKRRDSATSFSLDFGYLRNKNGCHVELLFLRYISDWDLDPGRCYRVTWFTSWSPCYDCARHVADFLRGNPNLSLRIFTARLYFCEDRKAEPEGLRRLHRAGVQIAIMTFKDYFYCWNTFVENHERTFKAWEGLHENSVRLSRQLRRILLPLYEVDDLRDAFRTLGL
UDG counterscr: blocks uracil-DNA glycosylase in AID counter-screen; FRET deamination/UDG coupled assay, UDG read, 4 h; Potency, µM (doses to about 115 µM), for the others: at the highest dose activity change, negative = inhibition, hits mostly inhibitors; 0.14% of 91,000 active; further: nearly all actives have a fitted effect of over 65% in size
Numbers without * were called inactive; ? = inconclusive; [ ] = another dose, or the depositor's remark. The call rests on the fitted dose curve; in most records, active means well fitted curve in the direction sought with a large enough effect; inconclusive means small, poorly fitted or top-dose-only effect, or another doubt; inactive means no such curve, though single readings can be large; an effect the other way counts as inactive or inconclusive. On the % scale 0 is the no-effect control and ±100 the full control effect; potency means the concentration at half of the fitted maximal effect. These rows are one share of the data; the hit share may differ from the screen's.

SMILES	AID inh	UDG counterscr
Cc1ccc(C23CC4CC(CC(C(=O)Nc5ccc(Cl)c(Cl)c5)(C4)C2)C3)cc1	-8.5%	-9.1%
Cc1ccc(NC(=O)c2ccc3c(O)c(S(=O)(=O)c4ccccc4)c(=O)[nH]c3c2)cc1Cl	?	-0.8%
CCc1ccc(C(=O)c2cn(Cc3ccc(F)cc3)c3cc(OC)c(OC)cc3c2=O)cc1	35.5µM*	-24.1%
Cc1cccc(NC(=O)COc2ccc3c(C)cc(=O)oc3c2)c1	-6.4%	-6.6%
CC(C)c1ccc(NC(=O)COC(=O)c2nn(C)c(=O)c3ccccc23)cc1	-3.2%	-3.0%
CCC(=O)Nc1ccc(C)cc1-c1nc2ccccc2n(CC(=O)c2ccc(C)cc2)c1=O	9.4%	59.0%[activator]
CC(C)c1nn2c(=O)cc(COC(=O)c3ccc4c(c3)OCO4)nc2s1	1.2%	16.5%
COc1cc(C(=O)N(CC#N)C2CC2)cc(OC)c1C	-4.8%	-11.0%
Cc1ccc(C)c(NC(=O)Cn2c(=O)n(Cc3ccco3)c(=O)c3oc4ccccc4c32)c1	1.2%	10.7%
CCOc1ccc(CNS(=O)(=O)c2c(C(=O)N3CCC(C)CC3)c(C)n(C)c2C)cc1OC	19.0%	3.8%
CC(NC(=O)c1cccs1)C12CC3CC(CC(C3)C1)C2 (configuration not stated)	-7.2%	0.5%
C#CCOC(=O)CCC(=O)NCCCCCCCCCCCC	6.0%	4.6%
Cc1ccc2nc(/C(C#N)=C\c3ccc(O)cc3)[nH]c2c1	1.1%	-4.0%
CN1C(=O)c2ccccc2Sc2ccc(NC(=O)NCc3ccc(Cl)cc3)cc21	5.6%	?
Cc1ccc(CNCCC2=CCCCC2)o1	4.3%	-2.7%
CCCCOC(=O)c1ccc(Nc2nnc(-n3nc(C)cc3C)c3ccccc23)cc1	-19.2%	-16.4%
O=C(CSc1nc(=O)[nH]c2c1CCC2)Nc1cc(C(F)(F)F)ccc1Cl	9.9%	6.9%
Cc1ccc(CSc2ncc(Cl)c(C(=O)Oc3ccc(F)cc3)n2)cc1	-4.5%	4.9%
CCCNC(=S)NNC(=O)C(C)C	-3.2%	-8.4%
CCc1c(CN2CCN(c3cccc(C)c3C)CC2)csc1C	16.7%	11.8%
COc1ccc(N2CC(NC(=O)c3c(F)cccc3Cl)CC2=O)cc1OC (configuration not stated)	24.9%	3.8%
COc1ccc2c(C)c(CCC(=O)NCc3ccccc3OC)c(=O)oc2c1	-1.2%	?
CCc1ccc(S(=O)(=O)NCc2ccc3c(c2)CCN3C(=O)c2ccc(C)cc2)cc1	14.1%	-7.8%[57.5 µM]
CCc1ccc(C(=O)Nc2sc(C)c(C)c2C#N)cc1	8.6%	-6.7%
COC(=O)c1cc(NC(=O)c2ccc(-c3ccc(Cl)cc3Cl)o2)cc(C(=O)OC)c1	14.7%	26.8%
Cc1ccc(C(=O)NCc2coc(-c3cccs3)n2)c(C)c1	-8.5%	0.9%
N#Cc1cccc(C(=O)NC2CCCN(Cc3ccccc3)C2)c1 (configuration not stated)	-3.7%	-8.3%
Cc1nc(N2CCOCC2)c2c(C(=O)N3CCN(c4ccccc4)CC3)c(C)oc2n1	0.2%	4.7%
CCOc1cc(C(=O)N(Cc2nc(-c3ccc(C)cc3)no2)C(C)C)cc(OCC)c1OCC	?	-9.8%
O=C1CC(c2ccccc2)c2c(n3c(nc4ccccc43)[nH]c2=O)N1 (configuration not stated)	2.5%	-2.1%
COc1ccc(CNC(=O)CS(=O)(=O)Cc2nc(-c3cccc(OC)c3)oc2C)cc1	-3.9%	-5.9%
O=C(NC1CCCCCCC1)c1ccncc1	11.3%	7.0%

Marked active in AID inh (from the list above):
| SMILES | AID inh |
| --- | --- |
| CCc1ccc(C(=O)c2cn(Cc3ccc(F)cc3)c3cc(OC)c(OC)cc3c2=O)cc1 | 35.5µM* |

More results follow.
SMILES	AID inh	UDG counterscr
CCc1nnc(NC(=O)CSc2nc3c([nH]c4ccccc43)c(=O)n2-c2cc(C)cc(C)c2)s1	34.5%[activator]	-0.1%
COc1cc(/C=C(\C#N)c2nc3ccccc3[nH]2)ccc1OCc1ccc(C)cc1	-14.2%	3.9%
Cc1ccc(CNC(=O)c2cc3c(s2)-c2ccccc2SC3)cc1	-18.5%	-26.7%
O=C(c1ccc2c(c1)N(Cc1cccc(Cl)c1)C(=O)c1ccccc1S2(=O)=O)N1CCN(Cc2ccccc2)CC1	-6.5%	-9.7%[57.5 µM]
COc1ccc(N(C(C)C(=O)NCc2cccnc2)S(C)(=O)=O)cc1 (configuration not stated)	-3.2%	-3.6%
CCOc1ccccc1NC(=O)Cn1c(=O)n(-c2ccc(C)c(C)c2)c(=O)c2c(C)c(C(=O)N(C)C)sc21	?	-1.5%[57.5 µM]
COc1cc(OC)c(NC(=O)c2oc3ccc4c(c3c2C)C(=O)CC(C)(C)O4)cc1Cl	15.4%	-2.4%
CC(C)n1c(SCC(=O)c2ccc(F)cc2)nc2c(sc3ccccc32)c1=O	18.3%	1.1%
COc1ccc(NC(=O)CSc2nc(O)c(C/C=C/c3ccccc3)c(=O)[nH]2)cc1	-14.1%	-5.5%
Cc1nn(C)c2nc(C(C)C)cc(C(=O)N3CCN(c4nccs4)CC3)c12	-4.6%	-4.2%
COc1ccccc1N1CCN(CCCNC(=O)c2cnn(-c3ccc(C)c(C)c3)c2C2CCN(C(=O)OC(C)(C)C)CC2)CC1	50.1µM*	11.9%
FC(F)(F)c1ccc(Cl)c(N/N=C/c2c(Cl)cccc2Cl)c1	-6.9%	-9.9%
Cc1ccccc1-n1ccnc1SCC(=O)c1ccccc1	-19.4%	-9.5%
Cc1ccc(NC(=O)c2cc3c(=O)n(Cc4cccnc4)ccc3nc2C)cc1F	6.2%	5.7%
CCc1ccccc1Nc1nn2c(=O)c3ccc(C(=O)NCCc4ccccc4)cc3nc2s1	?	-11.7%
COc1ccc(C)cc1-n1cnc2cc(C(=O)NC3CCCCCC3)ccc21	?	-0.9%
CCN(CC)CCSc1nnc2c3cc(F)ccc3n(C)c2n1	4.4%	-6.2%
CC(C)COC(=O)NC(C)C(=O)O (configuration not stated)	0.1%	0.9%
COc1cc(OC)c(NC(=O)N2CC3CCCN3c3ccccc32)cc1Cl (configuration not stated)	?	?
COc1ccc(NC(=O)C2(C#N)CCCC2)cc1	-3.9%	-3.1%
CC(Nc1cccc(N2CCCC2=O)c1)c1nc(C(C)(C)C)no1 (configuration not stated)	1.2%	-10.9%
CCOc1ccccc1NC(=O)Cc1noc2ccc(C)cc12	?	-8.4%
O=c1cc(CN2CCC(Cc3ccccc3)CC2)c2cc(O)c(-c3ccccc3)cc2o1	0.0%	-4.4%
S=c1sc2c(s1)SC1C3CCC(C3)C1S2 (configuration not stated)	-7.5%	-0.7%

Reformatted: 4 of the compounds above.
> Cc1ccc(CNCCC2=CCCCC2)o1
- AID inh = 4.3%
- UDG counterscr = -2.7%
> COc1cc(C(=O)N(CC#N)C2CC2)cc(OC)c1C
- AID inh = -4.8%
- UDG counterscr = -11.0%
> O=C(c1ccc2c(c1)N(Cc1cccc(Cl)c1)C(=O)c1ccccc1S2(=O)=O)N1CCN(Cc2ccccc2)CC1
- AID inh = -6.5%
- UDG counterscr = -9.7%[57.5 µM]
> CCc1ccc(C(=O)Nc2sc(C)c(C)c2C#N)cc1
- AID inh = 8.6%
- UDG counterscr = -6.7%

Additional compounds follow:
SMILES	AID inh	UDG counterscr
COc1ccc(C(=O)c2sc(Nc3cccc(C(F)(F)F)c3)nc2N)cc1OC	-10.5%	6.2%
COc1ccccc1OCC(=O)NCC1(N(C)C)CCCCC1	8.5%	11.6%
COC(=O)c1ccccc1NC(=O)CSc1nncc2ccccc12	10.7%	-2.7%
Cc1ccccc1CCNC(=O)C1CCN(c2nc3ccccc3nc2C(F)(F)F)CC1	5.1%	7.8%
Cn1cnc2c(=O)oc3ccc(S(=O)(=O)N4CCN(c5cccc(Cl)c5)CC4)cc3c21	-1.7%	-6.4%
COc1ccc(Cl)cc1NC(=O)c1cn(C2CCCC2)c(=O)c2c1c1ccccc1n2C	14.8%	-3.0%
CCc1cccc(-n2nnc(-c3nsc(NC(=O)c4ccc(C)cc4)n3)c2C)c1	2.0%	15.1%
NCCCCN	8.1%	-1.6%
O=C(CCN1C(=O)c2ccccc2Sc2ncccc21)Nc1ccc(F)cc1F	7.1%	3.3%
COc1cc(-c2csc(NC3CC3)n2)ccc1OC(F)F	0.3%	4.3%
Cc1ccc(C)c(N2CCN(C(=O)c3cc4c(=O)n(Cc5cccnc5)ccc4nc3C)CC2)c1	-16.5%	7.5%
COc1ccc(OC)c(CNC(=O)c2c(-c3ccc(C)cc3)nnc3ccccc23)c1	-5.9%	0.3%
NC(=O)C1(N2CCCCC2)CCN(C(=O)Nc2ccc(F)cc2)CC1	4.0%	-6.8%[57.5 µM]
COc1ccc(CCNC(=O)CCc2cn(Cc3ccc(C)cc3)c3ccccc23)cc1OC	-11.6%	7.6%
C=CCOc1ccc(/C=C/C(=O)c2ccc(OCCCCC)cc2)cc1	-9.6%	-13.5%
COc1ccc(OCc2ccc(C#N)cc2)c(C(=O)O)c1	1.4%	0.4%

Arranged by molar mass (low to high): part of the list above
SMILES	AID inh	UDG counterscr
COc1cc(-c2csc(NC3CC3)n2)ccc1OC(F)F	0.3%	4.3%
NC(=O)C1(N2CCCCC2)CCN(C(=O)Nc2ccc(F)cc2)CC1	4.0%	-6.8%[57.5 µM]
O=C(CCN1C(=O)c2ccccc2Sc2ncccc21)Nc1ccc(F)cc1F	7.1%	3.3%

The listing continues:
SMILES	AID inh	UDG counterscr
COC(=O)c1ccc(COC(=O)c2ccc(C(C)=O)s2)cc1	-1.0%	-2.4%
CN(C)C(=O)c1ccccc1Br	1.4%	-1.1%
CSC(=Nc1cccc([N+](=O)[O-])c1)SC	-10.7%	-10.3%
CCONC(=O)COc1ccc(C#N)cc1	-3.4%	-5.0%
NC(=O)CSc1ccc(C(F)(F)F)cn1	5.5%	-1.5%
Cc1nc2cc(-c3ccccc3)nn2c(C)c1CCC(=O)N1CCN(c2ccc(F)cc2)CC1	?	-11.0%
Cc1ccc(S(=O)(=O)N(CC(O)Cn2c3ccccc3c3ccccc32)c2cccc(C(=O)NCCO)c2)cc1 (configuration not stated)	-12.1%	-4.7%
Cc1cc(C(F)(F)F)nc(SCc2c(Cl)cccc2Cl)n1	5.0%	6.2%
COc1ccc2nc(Nc3nc(-c4ccccc4)cc(=O)[nH]3)nc(C)c2c1	-3.4%	-0.3%
CCCN1CCN(CCCNC(=O)Cn2nc(CC)n3c(cc4occc43)c2=O)CC1	6.9%	5.9%
CCOC(=O)c1[nH]c2c(c1Cc1ccccc1OC)C(=O)CC(c1ccc(OCC)cc1)C2 (configuration not stated)	3.1%	8.8%
Cc1cnc(C(=O)Oc2ccc(C#N)cc2)cn1	11.9%	-9.4%
CC(C1CCCCC1)C(C)(CCC(=O)O)CC(=O)O (configuration not stated)	4.0%	8.5%
CCC(=O)Nc1cc(-c2nc3cc(C(C)C)ccc3o2)ccc1Cl	1.6%	-6.7%
O=C(O)CCc1ccc(-c2ccccc2)n1CC(=O)Nc1ccccc1C(F)(F)F	-0.9%	-2.9%
CN(Cc1ccccc1)C(=O)c1cc(=O)[nH]c2ccc(S(=O)(=O)Nc3ccc(F)cc3)cc12	-2.3%	0.3%
CCOc1ccc(OCC)c(NC(=O)CCc2nc3cccnc3n2Cc2cccs2)c1	69.6%[activator]	-2.5%
Cc1cc(Br)ccc1NC(=O)c1c(C)oc2ncnc(N3CCCCC3)c12	?	-29.4%
O=C(OCc1ccc([N+](=O)[O-])cc1)C1CC2CCCC(C1)C2=O (configuration not stated)	-1.3%	2.7%
Cc1nc2ccccc2n1N	48.3%[activator]	4.1%
